# FECH block – inhibitors of human ferrochelatase, primary screen, biochemical, purified FECH, Ni-mesoporphyrin absorbance. calls only at 10 µM (by protocol). AID 1671448, 2021. 3.3% of 20,000 active. Ferrochelatase, mitochondrial (Homo sapiens), P22830. Ni-mesoporphyrin absorbance 550 nm;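 active = enzyme reaction rate more than 3 SD below the solvent-only control wells on the same plate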;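 also: lower slope than DMSO wells means FECH inhibition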
# Target sequence (P22830 whole entry, looked up): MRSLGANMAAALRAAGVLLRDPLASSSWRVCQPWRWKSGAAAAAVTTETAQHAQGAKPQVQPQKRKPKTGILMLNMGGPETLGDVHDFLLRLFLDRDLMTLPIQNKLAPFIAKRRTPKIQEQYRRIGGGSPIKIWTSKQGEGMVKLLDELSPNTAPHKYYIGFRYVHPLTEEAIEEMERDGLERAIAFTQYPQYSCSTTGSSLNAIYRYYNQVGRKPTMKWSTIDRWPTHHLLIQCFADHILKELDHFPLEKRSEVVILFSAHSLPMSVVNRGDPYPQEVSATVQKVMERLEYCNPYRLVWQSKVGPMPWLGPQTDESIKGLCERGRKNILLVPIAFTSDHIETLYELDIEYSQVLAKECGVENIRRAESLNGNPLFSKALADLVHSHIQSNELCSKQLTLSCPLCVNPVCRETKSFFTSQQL
# Calls only; i = inactive; + = active, no number. An excerpt (hit frequency here may not be typical).
CN(CCn1ccc2ccccc21)C(=O)[C@@H](O)c1ccccc1
  FECH block = i

CC(C)Oc1cccc(F)c1-c1cc(N2CCOCC2)nc(N)n1
  FECH block = i

NC(=O)C1CCN(C(=O)c2ccccc2NC(=O)c2nsc3ccccc23)CC1
  FECH block = i

CCCc1cc(Sc2ccc(NC(=O)Nc3ccc(Br)cc3)cc2)n2ncnc2n1
  FECH block = i

Cc1ccc(C2(O)CCN(S(=O)(=O)c3ccc(C)c(F)c3)CC2)nc1
  FECH block = i

O=C(Nc1nc2n(n1)C(c1ccc(F)cc1)C=C(c1ccccc1)N2)c1ccc(Cl)cc1 (configuration not stated)
  FECH block = i

CN(CCN1CCCC1)CC1(O)CCCN(Cc2ccc(F)c(F)c2)C1=O (configuration not stated)
  FECH block = i

O=C(c1ccc(C2CCNC2)cc1)N1CCC2(C=Cc3ccccc32)CC1 (configuration not stated)
  FECH block = i

CNc1nc(Nc2cccc(F)c2)c2cnn(-c3ccccc3)c2n1
  FECH block = i

CN(C(=O)c1cccs1)c1ccccc1-c1n[nH]c(CCc2ccccc2)n1
  FECH block = i

Cc1cc(C(=O)N2[C@@H]3CC[C@H]2CNC(=O)C3)c(-c2ccccc2)o1
  FECH block = i

CCOc1cc(-c2c(-c3ccccc3)ncn2Cc2c(C)n[nH]c2C)ccc1OC
  FECH block = i

Cc1cc(C)n2nc(CN(Cc3ccccc3)C(=O)c3ccc([N+](=O)[O-])cc3)nc2n1
  FECH block = i

O=C(O)C1(Oc2ccc(F)cc2F)CCN(C/C=C/c2ccccc2)CC1
  FECH block = i

CCOc1c(N2CCCc3ccccc32)c(=O)c1=O
  FECH block = i

C=CCNc1ccccc1C(=O)NC(C)Cc1ccncc1 (configuration not stated)
  FECH block = i

COC(=O)c1cc2ccsc2n1CC(=O)Nc1ccccc1
  FECH block = i

CCCOC1CCCN(c2cc(CCN)nc(C)n2)C1 (configuration not stated)
  FECH block = i

CCOc1ccccc1CN(CC)C(=O)c1cc(=O)[nH]c2ccc(F)cc12
  FECH block = i

CCC1=C(c2ccc(OC)cc2)S(=O)(=O)N(CC(=O)Nc2cccc(Cl)c2)C1=O
  FECH block = i

Cc1cc(C)cc(NC(=O)NCCn2c(-c3ccncc3)nc3cccnc32)c1
  FECH block = i

CCC(=O)Nc1ccc(Sc2c(CC)c(C)nc3ncnn23)cc1
  FECH block = i

COCCCN1C(=O)c2ccccc2CC1(C)C(=O)NC1CCCCC1 (configuration not stated)
  FECH block = i

COc1cccc2ccc(-c3nccn3CCN(C)C)nc12
  FECH block = i

CC(C)CCNC(=O)c1nc[nH]c1C(=O)NCc1cccc(C(F)(F)F)c1
  FECH block = i

# In the list so far, these have sulfur:
NC(=O)C1CCN(C(=O)c2ccccc2NC(=O)c2nsc3ccccc23)CC1
  FECH block = i

CCCc1cc(Sc2ccc(NC(=O)Nc3ccc(Br)cc3)cc2)n2ncnc2n1
  FECH block = i

Cc1ccc(C2(O)CCN(S(=O)(=O)c3ccc(C)c(F)c3)CC2)nc1
  FECH block = i

CN(C(=O)c1cccs1)c1ccccc1-c1n[nH]c(CCc2ccccc2)n1
  FECH block = i

COC(=O)c1cc2ccsc2n1CC(=O)Nc1ccccc1
  FECH block = i

CCC1=C(c2ccc(OC)cc2)S(=O)(=O)N(CC(=O)Nc2cccc(Cl)c2)C1=O
  FECH block = i

CCC(=O)Nc1ccc(Sc2c(CC)c(C)nc3ncnn23)cc1
  FECH block = i

# (more compounds)
Cc1ccccc1-c1noc(CN2CCCN(c3ccncc3C)CC2)n1
  FECH block = i

O=C(CN1CCCN(Cc2ccccc2Cl)S1(=O)=O)Nc1ccc(F)c(Cl)c1
  FECH block = +

CCc1cnc(C)nc1N1CCN(Cc2ccc(C)cc2)C(=O)C1
  FECH block = i

CCN(C(=O)c1cccc(NC(=O)C(=O)c2ccco2)c1)c1ccccc1
  FECH block = i

CCOc1ccc(OCC(=O)Nc2cc(C)nn2-c2ncnc3c2cnn3-c2ccc(C)cc2C)cc1
  FECH block = i

COc1ccccc1N1CCC(N2[C@H]3CCNC[C@@H]2CC3)CC1
  FECH block = i

CCCCC(=O)Nc1ccc(Nc2nc(C)cc(Nc3ccccc3)n2)cc1
  FECH block = i

CCOc1ccc(S(=O)(=O)NCc2nc3cccnc3n2Cc2ccccc2)cc1
  FECH block = i

Cc1ccc2cc(-c3noc(CCC(=O)NC4CCCC4)n3)c(=O)[nH]c2c1
  FECH block = i

CC(=O)N1CCc2c(nc(C)nc2N2CCCC(c3ccccc3C)C2)C1 (configuration not stated)
  FECH block = i

COc1ccc(OC)c(S(=O)(=O)NCCn2c(C(F)(F)F)nc3cccnc32)c1
  FECH block = i

CC(C)c1cc(NCc2ccccc2)n2nc(-c3cccnc3)nc2n1
  FECH block = i

COc1ccc2c(c1)CC(C(=O)NCCc1ccc(S(N)(=O)=O)cc1)CO2 (configuration not stated)
  FECH block = i

CCc1nn(CC(=O)NCCc2ccc(S(N)(=O)=O)cc2)c(=O)c2cc3sccc3n12
  FECH block = i

O=S(=O)(NCCn1c(C(F)(F)F)nc2cccnc21)c1ccc(F)cc1
  FECH block = i

CCOc1ccccc1CNS(=O)(=O)c1ccc2c(c1)NC(=O)CC(=O)N2
  FECH block = i

COC(=O)c1c(NC(=O)Cc2ccccc2)sc2c1CCN(C(C)C)C2
  FECH block = i

CNCC(=O)NCC1CCN(c2ccccc2C)C1 (configuration not stated)
  FECH block = i

CCn1c2ccccc2c2cc(NC(=O)c3nc4ccccc4n(C)c3=O)ccc21
  FECH block = i

COCC(=O)N1CCCN(Cc2cc3cccc(C)c3[nH]c2=O)CC1
  FECH block = i

COc1ccc(NC(=O)Cc2csc(NC(=O)Nc3cccc(Cl)c3)n2)cc1C
  FECH block = i

Cc1ccc(C2(O)CCN(Cc3ccc(-c4ccn[nH]4)o3)CC2)nc1
  FECH block = i

CN(Cc1ccncc1)Cc1nc(-c2cccnc2)no1
  FECH block = i

CC(c1ccc2c(c1)OCCO2)N(C)Cc1nnc(CC2CCNCC2)n1C (configuration not stated)
  FECH block = i

O=C1CC(c2ccsc2)c2cc3cn[nH]c3cc2N1 (configuration not stated)
  FECH block = i

CCc1oc2c(Cl)cc(-n3cnnc3)cc2c1C
  FECH block = i

Cc1cnn(CC(=O)N2CCOc3c(O)cc(-c4cccc(Cl)c4)cc3C2)c1
  FECH block = i

Cc1cccc(CN2CC=C(C(=O)Nc3cccc(C)c3)CC2)c1
  FECH block = i

CCOc1ccccc1-c1nccn1-c1cnc2ccccc2c1
  FECH block = i

COc1ccc(CNC(=O)N2CCN(c3cc(-c4cccc(OC)c4)ncn3)CC2)cc1
  FECH block = i

CCOC(=O)c1cc2n(n1)CC(C)(C(=O)NCCC(C)C)N(c1ccc(F)cc1)C2=O (configuration not stated)
  FECH block = i

CN(Cc1cc(-c2ccccc2)on1)C(=O)c1cc(C2CC2)[nH]n1
  FECH block = i

CCSc1ccccc1C(=O)Nc1cc(C)nn1-c1ncnc2c1cnn2-c1ccc(F)cc1
  FECH block = i

CCC1=C(c2ccc(OC)cc2)S(=O)(=O)N(CC(=O)NCc2ccccc2Cl)C1=O
  FECH block = i

CCC(=O)Nc1ccccc1-c1nnc(SCC(=O)Nc2cccc(Cl)c2C)[nH]c1=O
  FECH block = i

CCCc1cc(Sc2ccc(NC(=O)Cc3ccc(OC)cc3)cc2)n2ncnc2n1
  FECH block = i

Cc1cccc(CN2CCCN(CC(=O)NCCCc3ccccc3)S2(=O)=O)c1
  FECH block = i

Cc1ccc(C)c(N(C)C(=O)C2CCCN(c3ncnc4c3nc3n4CCCCC3)C2)c1 (configuration not stated)
  FECH block = i

CCc1ccccc1C(=O)NCC1CCCN(Cc2ccncc2)C1 (configuration not stated)
  FECH block = i

COc1ccc(NC(=O)CN2CCN(Cc3ccc(F)cc3)S2(=O)=O)cc1Cl
  FECH block = i

COc1ccc(CNC(=O)c2ccc3c(c2)NC(=O)C2CCCCN32)cc1 (configuration not stated)
  FECH block = i

Cc1cc(-c2ccc(S(=O)(=O)Nc3ccc(S(N)(=O)=O)cc3)s2)n[nH]1
  FECH block = i

c1ccc(-n2ncc3c(Nc4ccc5c(c4)OCO5)nc(NCc4cccnc4)nc32)cc1
  FECH block = i

CCOc1ccccc1C(=O)Nc1ccc(Sc2c(CC)c(C)nc3ncnn23)cc1
  FECH block = +

CCc1c(C)nc2ncnn2c1Sc1ccc(NC(=O)Nc2cc(OC)ccc2OC)cc1
  FECH block = i

CC(C)Cn1c(CNS(=O)(=O)c2ccccc2F)nc2cccnc21
  FECH block = i

OCc1csc(N2CCC(CO)(Cc3ccccc3Cl)CC2)n1
  FECH block = i

Cc1cccc(C(=O)Nc2nc3n(n2)C(c2c(F)cccc2Cl)C=C(c2ccc(Cl)cc2)N3)c1 (configuration not stated)
  FECH block = +

O=C(O)Cc1cc(C2CCN(C(=O)C3(c4ccccc4)CC3)CC2)n[nH]1
  FECH block = i

CC(c1cccnc1)N(C)C(=O)c1ccc(Cn2ccnc2)o1 (configuration not stated)
  FECH block = i

O=C(O)[C@H]1C[C@H](C(=O)NCc2ccncc2)CN(CCC(F)(F)F)C1
  FECH block = i

CCN(CC)c1ccc(CNC(=O)c2ccc(Nc3cc(-c4ccccc4)ncn3)cc2)cc1
  FECH block = i

CCN1C(SCC(=O)Nc2cc(Cl)ccc2C)=NS(=O)(=O)c2ccccc21
  FECH block = i

CCOc1ccc(OCC)c(S(=O)(=O)N2CCN(c3nc(C)cc(N4CCCC4)n3)CC2)c1
  FECH block = i

CC/C=C\CCCN1CCC2(CC1)CNC(=O)C2
  FECH block = i

COc1cc(OC)cc(C(=O)Nc2cc(N3CCCS3(=O)=O)ccc2C)c1
  FECH block = i

CNC(=O)[C@@H]1C[C@H](N)CN1Cc1nccn1-c1ccc(OC)cc1
  FECH block = i

COc1ccc(N2C(=O)CCS2(=O)=O)cc1S(=O)(=O)Nc1ccccc1OC(C)C
  FECH block = i

Cc1ccc(C2=CC(c3c(F)cccc3Cl)n3nc(NC(=O)CCc4ccccc4)nc3N2)cc1 (configuration not stated)
  FECH block = i

CCOc1ccccc1-c1nc(CSc2nc(C)c(C)c(=O)[nH]2)c(C)o1
  FECH block = i

Cc1[nH]c2c(F)cccc2c1CC(=O)NCc1cc(=O)[nH]cn1
  FECH block = i

O=C1NCC(=O)N2CCN(C(=O)CCc3ccsc3)CC12 (configuration not stated)
  FECH block = i

COc1ccc(NC(=O)C2CCCNC2)c(NC(=O)C(C)C)c1 (configuration not stated)
  FECH block = i

CC1CCN(C(=O)C2CCC(Cn3c(=O)c4sccc4n(CC(N)=O)c3=O)CC2)CC1 (configuration not stated)
  FECH block = i

CCc1ccc2c(c1)-c1ccccc1S(=O)(=O)N2CC(=O)Nc1ccc(F)cc1
  FECH block = +

O=C(CN1C(=O)CC(c2ccccc2)=Nc2ccccc21)Nc1ccc(F)cc1
  FECH block = i

Cc1nn(C)c(C)c1CN(C(=O)CCc1nc(-c2ccco2)no1)C(C)C
  FECH block = i

CCc1cc(N2CCCn3nc(C(=O)NC4CC4)cc3C2)nc(N2CCCC2)n1
  FECH block = i

Cc1ccc(S(=O)(=O)N2CCC(CC(=O)NCc3ccccn3)CC2)cc1
  FECH block = i

COc1ccc(OCc2nc(C(=O)N3CC(N4CCCCC4C)C3)co2)cc1 (configuration not stated)
  FECH block = i

Cc1ccc2c(c1)CCCN2C(=O)CN(CCO)Cc1nccs1
  FECH block = i

O=S(=O)(c1cccc(Cl)c1)N1CCN(c2cc(-c3cccc(F)c3)ncn2)CC1
  FECH block = i

CC(=O)c1ccc(N2CCN(S(=O)(=O)c3cc(C(=O)N4CCCC4)cs3)CC2)cc1
  FECH block = +

CC(C)c1nccc(CN2CCc3[nH]cnc3C2Cc2ccccc2)n1 (configuration not stated)
  FECH block = i

Cc1ccc(Cn2c(CCNC(=O)Nc3ccccc3Cl)nc3cccnc32)cc1
  FECH block = i

CN(C)C(=O)COc1ccccc1CN(C)C1CCCc2ccccc21 (configuration not stated)
  FECH block = i

Cc1ccc(Nc2cc(C)nc(N3CCN(S(=O)(=O)c4ccc(-c5ccccc5)cc4)CC3)n2)cc1
  FECH block = i

O=C(CN1CCCN(Cc2ccccc2)S1(=O)=O)NCCCc1ccccc1
  FECH block = i

CCC(=O)Nc1ccccc1-c1nnc(SC(CC)C(=O)Nc2cc(OC)cc(OC)c2)[nH]c1=O (configuration not stated)
  FECH block = i

O=C(NCC1CCN(Cc2ccccc2F)C1)c1cc(Cl)no1 (configuration not stated)
  FECH block = i

O=C(NS(=O)(=O)c1ccccc1)N1CCC2(CCNCC2)C1
  FECH block = i

CCOc1ccccc1NS(=O)(=O)c1cc(C(=O)N2CCCC2)cs1
  FECH block = i

Cc1ccccc1NCc1cc(=O)n2[nH]c(NCc3ccccc3)nc2n1
  FECH block = +

CC[C@@]12C[C@H]3C[C@@](O)(C1)C[C@](C(=O)NCc1nc4ccccc4[nH]1)(C3)C2
  FECH block = i

Cc1ccc(N(Cc2nc3nc(C)c(Cl)c(C)n3n2)C(=O)C2CCCCC2)cc1
  FECH block = i

CCOC(=O)c1cc2ccsc2n1CC(=O)NCc1ccccc1
  FECH block = i

COC(=O)c1ccc(CNC(=O)CN2CCc3c([nH]c4ccccc34)C2)o1
  FECH block = i

CC(C)=Cc1nc(C2(c3ccc(F)cc3)CCOC2)no1 (configuration not stated)
  FECH block = i

COCCOCC(=O)N1CCOc2c(O)cc(-c3ccc(C)cc3)cc2C1
  FECH block = i

COc1ccccc1NC(=O)CN1C(=O)CC(c2ccccc2)=Nc2ccccc21
  FECH block = i

COc1cc(NC(=O)CN(C)C(C)c2nccs2)ccc1Cl (configuration not stated)
  FECH block = i

C=CCN(Cc1ccc(C)s1)C(=O)CCNS(C)(=O)=O
  FECH block = i

C(=C\c1ccccc1)/CN1CCC(n2cc(C3CCCC3)nn2)CC1
  FECH block = i

COc1ccc(CNc2nc3nc(CNc4ccc(C)c(C)c4)cc(=O)n3[nH]2)cc1
  FECH block = i

Cc1ccc(CNC(=O)C2(C)Cn3nc(C(=O)NC4CCCCC4)cc3C(=O)N2C)cc1 (configuration not stated)
  FECH block = i

CCOC(=O)Cn1c(=O)n(-c2ccc(F)cc2)c2nc(-c3ccco3)nc(C(N)=O)c21
  FECH block = i

CC(C)c1ccc(NC(=O)CSc2ncnc3nc(N(C)C)sc23)cc1
  FECH block = i

# Assay outcomes from PubChem.
